Screening results as filed in PubChem.
Abeta rescue: compounds reversing amyloid beta toxicity in yeast. yeast expressing A-beta42, growth rescue, OD600, 48 h; response scale: 0% DMSO, 100% iron-clioquinol control. Potency, µM (titrated, usually from 46.1 µM), for the others: at the top dose growth rescue, actives largely listed as activators. hit rate 0.063% among 410,000; also: potency is read from the fitted curve at half-maximal effect; nearly all actives have a fitted effect of over 55% in size
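Yeast A-beta toxicity model in growth medium with pinned compounds, 48 h at 30 C; growth read as absorbance at 600 nm. Normalized to FeCl3/clioquinol equimolar mix (positive) and DMSO (negative).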
EPAC1 antag: blocks human EPAC1 exchange factor. O95398. EPAC1 GEF assay, Rap1b-BODIPY-GDP exchange fluorescence. Potency, µM (top dose mostly 115 µM), for the others: at the highest dose activity change, negative = inhibition, usual class: inhibitors. hit rate 0.14% among 360,000;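 also: potency is read from the fitted curve at half-maximal effect; plate controls were vehicle for no effect and positive control for full effect; nearly all actives have a fitted effect of over 50% in size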
EPAC1 ag: EPAC1 (human) agonism | hit rate 0.073% among 360,000 | AID 720707 | O95398 | Potency, µM (series often up to 154 µM), for the others: at the top dose activation, usual class: activators | EPAC1 agonist qHTS, biochemical assay; response scale: 100% = response to 6.5 mM cAMP; also: potency is read from the fitted curve at half-maximal effect; nearly all actives have a fitted effect of over 60% in size
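EPAC1 100 nM, Rap1B–BODIPY-GDP 250 nM, unlabeled GDP 50 uM; compound titration; 5 min RT; kinetic read ex480/em540 at 5-min intervals ×30 min; data normalized to 6.5 mM cAMP agonist control.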
WRN helicase inh: inhibitors of human WRN helicase; WRN helicase unwinding, fluorescent forked duplex, kinetic; hit rate 0.46% among 360,000; Potency, µM (top dose mostly 114 µM), for inactives: at the highest dose activity change, negative = inhibition, hits mostly inhibitors; AID 651768; also: potency is read from the fitted curve at half-maximal effect; % is scaled to controls: 0 for no effect and ±100 for the full control effect; nearly all actives have a fitted effect of over 55% in size
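Kinetic fluorescence helicase assay: unwinding of a quenched forked DNA duplex (100 nM final) with 2 mM ATP final raises red fluorescence (525/598 nm). Compounds sat 15 min at room temperature with 20 nM WRN beforehand.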
IL-2 act: activates IL-2 in a cell-based reporter assay | AID 652025 | IL-2 activation reporter assay, cell-based qHTS; stimulated with anti-CD3/CD4/CD28 beads; in transgenic mouse T cells | activation, % (series mostly up to about 46 µM) | hit rate 0.065% among 360,000; in the data active = activation above about 50%; inconclusive = mostly about 30% to 49%; also: 0% is about no effect
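Using fluorescent plate cytometry, EGFP and DsRed are detected in transgenic mouse T cells stimulated 18 h at 37 degrees C with antibody-coated beads after 60 min compound pretreatment.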
FUS suppressor: FUS proteinopathy suppression in yeast; S. cerevisiae FUS-expressing, growth rescue, OD600, 24 h; Potency, µM (highest dose often 76.6 µM), inactives show at the highest dose growth rescue (activation), actives largely listed as activators; hit rate 0.24% among 390,000;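 also: potency is read from the fitted curve at half-maximal effect; plate controls were DMSO vehicle for no effect and reference control for full effect; nearly all actives have a fitted effect of over 55% in size; some results filed as inactive show a strong effect at the top dose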
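Read-out: OD at 600 nm after 24hr at 30C, reporting rescue of FUS-induced yeast toxicity. Cells at OD 0.005 in galactose (2%) minimal medium; compounds tested in a dilution series; CP55940 titration from 92uM final as control.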
PI5P4Ka inh: PI5P4K alpha (human) kinase inhibition; hit rate 1.2% among 330,000; PI5P4Kalpha enzyme, ADP-Glo luminescence, 60 min; active compounds read low; max response, %; active = max response of -50% or lower; inconclusive = between -30% and -50%; inactive = -30% or higher; also: value at the top dose of about 77 µM; % is scaled to controls: 0 for no effect and ±100 for the full control effect
Target sequence (P48426 whole entry, looked up): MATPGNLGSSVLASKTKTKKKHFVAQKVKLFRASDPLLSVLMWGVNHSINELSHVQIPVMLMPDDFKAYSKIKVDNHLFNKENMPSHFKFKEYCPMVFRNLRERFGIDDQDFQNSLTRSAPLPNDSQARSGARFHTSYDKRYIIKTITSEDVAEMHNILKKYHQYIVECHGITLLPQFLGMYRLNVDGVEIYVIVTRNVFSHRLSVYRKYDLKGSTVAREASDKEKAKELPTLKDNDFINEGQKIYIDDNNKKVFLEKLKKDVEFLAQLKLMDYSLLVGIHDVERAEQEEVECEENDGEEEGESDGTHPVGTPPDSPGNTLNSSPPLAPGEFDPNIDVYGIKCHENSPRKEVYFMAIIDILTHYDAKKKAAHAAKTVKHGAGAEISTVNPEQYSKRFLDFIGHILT
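PI5P4Kalpha ADP-Glo assay; 5 microM ATP final; 60 min RT reaction; HEPES pH 7.4/EGTA/CHAPS, 5% DMSO; controls lacking substrate or enzyme; luminescent end-point.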
PLK1 PBD block: blocks phosphopeptide binding to human PLK1 polo-box domain. P53350. Plk1 PBD binding of FITC phosphopeptide, fluorescence polarization. Potency, µM, for the others: max response, negative = inhibition, hits mostly inhibitors. hit rate 2.8% among 360,000. AID 720504; also: potency is read from the fitted curve at half-maximal effect; series mostly up to about 57 µM; % is scaled to controls: 0 for no effect and ±100 for the full control effect; nearly all actives have a fitted effect of over 65% in size
Target sequence (P53350 whole entry, looked up, the tested form may be a part): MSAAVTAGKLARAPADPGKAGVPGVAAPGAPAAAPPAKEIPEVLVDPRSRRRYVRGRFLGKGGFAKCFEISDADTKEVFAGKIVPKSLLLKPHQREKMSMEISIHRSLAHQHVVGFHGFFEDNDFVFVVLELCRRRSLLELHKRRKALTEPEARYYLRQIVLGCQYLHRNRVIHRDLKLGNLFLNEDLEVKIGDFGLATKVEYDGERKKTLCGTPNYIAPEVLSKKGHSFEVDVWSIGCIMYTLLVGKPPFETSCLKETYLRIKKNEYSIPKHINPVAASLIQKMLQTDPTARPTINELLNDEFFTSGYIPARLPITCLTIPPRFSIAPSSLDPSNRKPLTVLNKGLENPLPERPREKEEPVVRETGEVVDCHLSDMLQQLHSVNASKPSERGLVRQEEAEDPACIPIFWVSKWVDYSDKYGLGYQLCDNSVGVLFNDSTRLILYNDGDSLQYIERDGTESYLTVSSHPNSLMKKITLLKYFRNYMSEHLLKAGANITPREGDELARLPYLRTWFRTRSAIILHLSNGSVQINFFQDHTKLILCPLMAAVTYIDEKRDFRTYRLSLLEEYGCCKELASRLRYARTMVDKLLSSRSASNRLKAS
* marks the source's active call; other numbers are inactive results; ? = inconclusive; . = not tested or not shown; [ ] = dose if it differs, or a comment. Unless noted, calls follow the shape of the dose curve; as a rule, active = well fitted curve in the direction sought with a large enough effect; inconclusive = small, poorly fitted or top-dose-only effect, or another doubt; inactive = no such curve, though single readings can be large; an effect the other way counts as inactive or inconclusive.

Each structure is followed by: Abeta rescue | EPAC1 antag | EPAC1 ag | WRN helicase inh | IL-2 act | FUS suppressor | PI5P4Ka inh | PLK1 PBD block
1: CCc1ccccc1NC(=O)CSc1n[nH]c(-c2cccnc2)n1
 : -1% | 5% | 5% | 1%[57.1 µM] | 0.2 | -22% | -4 | 2%
2: COc1cc(/C=C/C(=O)O)cc(S(=O)(=O)Nc2ccc3[nH]c(=O)[nH]c3c2)c1OC
 : -16% | 10% | 5% | -7% | -0.6 | 11% | -1 | -13%
3: CC1CC1C(=O)OCC(=O)Nc1ccc(S(=O)(=O)N2CCOCC2)cc1 (centres undefined)
 : 8% | 13% | 7% | 7% | -5.1 | . | -5 | 5%
4: CCc1ccccc1NNC(=O)c1cc(C)on1
 : ? | 10% | 1% | 1% | 0.4 | 26% | 1 | -2%
5: O=C(NCc1ccc(F)cc1)c1ccc2c(c1)S(=O)(=O)c1ccccc1C2=O
 : -23% | -26% | -6% | -12% | 0.3 | -11% | 10 | -6%
6: Cn1c(=O)[nH]c2c(Cl)nccc21
 : -15% | -15% | 2% | -11% | 0.0 | -33% | 6 | -4%
7: COc1ccc(-c2[nH]ncc2CN2CCCN(c3ccccc3)CC2)c(F)c1
 : 6% | 0% | -2% | -10% | -3.0 | 32% | 9 | -6%
8: COc1cc(/C=C2/C(=N)N3OC(C)=CC3=NC2=O)ccc1OCCOc1ccc(C)cc1
 : 3% | -3% | 8% | -11% | -0.6 | -10% | -4 | -3%
9: O=C(O)CCC(=O)c1ccc2c(c1)CCCC2
 : -7% | 16% | 2% | 4% | 0.3 | 12% | 3 | ?
10: CCn1nnnc1SCC(=O)c1ccc2c(c1)OCCO2
 : 10% | 4% | -4% | 6% | 0.2 | -27% | -2 | -2%
11: COc1ccc(C2C(C#N)=C(N)OC3=C2C(=O)CC(C)(C)C3)cc1 (centres undefined)
 : 15% | -12% | -6% | 1% | 0.8 | -12% | -5 | 2%
12: Cn1nnc2c(NCc3ccco3)nccc21
 : -7% | 9% | 1% | 10% | -1.1 | 20% | . | -5%
13: Cc1ccc(F)cc1C(=O)N1CCCC(c2cc(C(=O)NCc3ccc(F)cc3)no2)C1 (centres undefined)
 : -20% | -12% | -4% | -2% | -0.9 | 15% | 0 | -4%
14: COc1cc(C2NC(=O)NC(C)=C2C(=O)OC2CCCC(C)C2)cc(Br)c1O (centres undefined)
 : 18% | -12% | -6% | 5% | 0.0 | 12% | -2 | 5%
15: CCN1CCN(CCNC(=O)c2ccc3c(c2)N(Cc2cccc(Cl)c2)C(=O)c2ccccc2S3=O)CC1 (centres undefined)
 : -3% | -19% | -4% | 12% | -0.8 | 14% | 3 | -6%
16: Cc1nn2c(=O)cc(CSc3nc4ccccc4[nH]3)nc2s1
 : -3% | -6% | 9% | 0% | -3.6 | -25% | -12 | -9%
17: CCC(NC(=O)CCc1c(C)c2cc3c(-c4ccccc4)coc3cc2oc1=O)C(=O)O (centres undefined)
 : 1% | 11% | -12% | -23% | -3.3 | ? | ? | ?
18: CCOC(=O)C1=C(CSc2nc(CC)c(C)cc2C#N)OC(N)=C(C#N)C1c1ccc(OC)cc1 (centres undefined)
 : -2% | 4% | 4% | -18% | 2.6 | ? | -13 | ?
19: Cc1ccc(N=Nc2cc(C)ccc2O)c(C)c1
 : 4% | 5% | 8% | 0% | 1.3 | 1% | 36 | 6%
20: CC(C)c1ccc(S(=O)(=O)N2CCN(CC(=O)Nc3ccc4c(c3)OCO4)CC2)cc1
 : 28% | -3% | 9% | -29%[57.1 µM] | -1.0 | 7% | -8 | -8%

(more compounds)
Each structure is followed by: Abeta rescue | EPAC1 antag | EPAC1 ag | WRN helicase inh | IL-2 act | FUS suppressor | PI5P4Ka inh | PLK1 PBD block
21: c1csc(-c2ccn[nH]2)c1
 : 0% | -8% | -15% | 3% | 1.5 | -13% | -5 | 4%
22: Cc1ccc(-c2cc(-c3ccc(F)cc3)c(C#N)c(N)n2)o1
 : 8% | -13% | 11% | -11% | -1.3 | 31% | -67* | ?
23: COc1cc(C=O)ccc1OCC(=O)N1CCCC1
 : 1% | -3% | -2% | -18% | 1.5 | -21% | 0 | -5%
24: O=C1NC[C@H](CCCCN2C[C@H](Cc3ccc(O)cc3)N(CC3CCCCC3)C(=O)C2=O)N(CCC2CCCCC2)C1=O
 : 4% | -23% | -6% | 0% | -0.5 | 42% | 0 | -6%
25: OCCN(Cc1ccccc1)Cc1cccc(F)c1
 : 24% | -12% | 1% | -3% | -0.1 | 29% | . | -1%
26: O=C(Nc1ccc(N2CCOCC2)c(Cl)c1)c1ccccc1F
 : 10% | -7% | 7% | -7% | 0.3 | -13% | . | 4%
27: CC(=O)Nc1ccc(C(=O)OCc2ccc(Cl)c(Cl)c2)cc1
 : 10% | 6% | -2% | -7% | -2.4 | 0% | 15 | 0%
28: C/C(=N\O)C(=O)NCCN1CCCCC1
 : 13% | 5% | -7% | -2% | -0.4 | -13% | . | -2%
29: CN1C(C(=O)Nc2ccccn2)=C(O)c2sccc2S1(=O)=O
 : 7% | -4% | -2% | -5% | 0.4 | 3% | 2 | 6%
30: Cc1ccc(S(=O)(=O)N/N=C/c2ccc(OCC(=O)N3CCOCC3)cc2)cc1
 : 3% | -14% | -7% | -7%[57.1 µM] | -0.2 | 19% | 3 | -14%
31: COc1cccc(NC(=O)c2ccc(NC(C)=O)cc2)c1
 : 12% | -14% | 0% | -7% | 0.2 | -9% | 1 | -2%
32: O=C(NC1CCN(Cc2ccccc2)CC1)c1cn(-c2ccccc2)nc1-c1cccnc1
 : 13% | -5% | ? | -4% | -0.1 | 31% | -3 | -2%
33: Cc1cc(C(=O)COC(=O)c2ccc(Cl)c(S(N)(=O)=O)c2)c(C)n1CC1CCCO1 (centres undefined)
 : -8% | 11% | -3% | 1% | -1.2 | 29% | 6 | 0%
34: CC1CCN(S(=O)(=O)c2ccc3c(c2)CC(C)N3C(=O)C2CCC2)CC1 (centres undefined)
 : . | -15% | -5% | -1% | 0.1 | ? | -1 | 0%
35: COc1ccc(C(=O)OCC(=O)c2ccc3c(c2)NC(=O)CO3)cc1[N+](=O)[O-]
 : -9% | 5% | -1% | -18% | 0.0 | 5% | -4 | 2%
36: CC1CC(C)CN(C(=O)c2ccc(S(=O)(=O)N3CCCCC3)cc2)C1 (centres undefined)
 : -11% | 17% | -3% | 12% | -2.9 | 11% | -1 | 3%
37: COc1ccc(CCNC(=O)C2CCCN(S(=O)(=O)c3ccc(OC)cc3)C2)cc1 (centres undefined)
 : -3% | -15% | 9% | 0% | 0.7 | 9% | -12 | -4%
38: CCOC(=O)CSC1=C(C#N)C(=O)NC2(CCCCC2)S1
 : -27% | -18% | 6% | -15% | -0.4 | 4% | -52* | ?
39: Cc1ccc(C(=O)NCC(=O)N(C)Cc2ccc(Cl)cc2Cl)s1
 : 0% | -2% | -5% | 1% | -3.9 | 14% | -3 | 3%
40: CC1(C(=O)O)Cc2ccccc2C(=O)O1 (centres undefined)
 : -24% | 5% | -3% | -12% | -1.3 | ? | . | 2%

Carrying on.
Each structure is followed by: Abeta rescue | EPAC1 antag | EPAC1 ag | WRN helicase inh | IL-2 act | FUS suppressor | PI5P4Ka inh | PLK1 PBD block
41: Cc1cc(C)n2cc(CSc3nnnn3-c3ccc(Cl)cc3)nc2n1
 : 13% | -15% | -7% | ? | -3.6 | 3% | -1 | -18%
42: Cc1cccc(Oc2nc3ccccn3c(=O)c2/C=C(\C#N)C(=O)NC2CCS(=O)(=O)C2)c1C (centres undefined)
 : 2% | -20% | 1% | -3% | -0.7 | 18% | 2 | 0%
43: O=C(OCCCCN1C(=O)c2ccccc2C1=O)c1ccc(Br)o1
 : -42%[inhibitor] | -8% | 21% | -10% | -0.2 | 13% | 1 | -22%
44: COc1ccc(CNc2nc(NCc3ccc(OC)cc3)n(C(=O)c3ccccc3[N+](=O)[O-])n2)cc1
 : 9% | 3% | 11% | -8% | -1.7 | 48% | . | -10%
45: COc1ccc2c(c1)c(=O)oc1c(C)c(OCC(=O)N3CCc4ccccc4C3)ccc12
 : 9% | 0% | -1% | -10% | -0.8 | -17% | -1 | 2%
46: COc1ccccc1NC(=O)NCCCN1CCN(c2cccc(Cl)c2)CC1
 : 10% | 0% | -2% | -7% | -2.0 | 8% | 2 | -1%
47: N#Cc1c(NC(=O)c2ccccc2Cl)n(Cc2ccccc2)c2nc3ccccc3nc12
 : -8% | 35µM* | -7% | ? | -0.3 | . | -11 | 15µM*
48: O=C1CN(S(=O)(=O)c2cc(C(=O)O)ccc2Cl)c2ccccc2N1
 : -19% | ? | 5% | ? | 3.8 | 36% | -26 | -23%
49: NC(=S)N=Nc1c(O)[nH]c2cc(F)c(F)cc12
 : -7% | -1% | 5% | -40% | 1.3 | . | 9 | -1%
50: CC(Oc1ccc(Br)cc1)C(=O)N1CCC(C(N)=O)CC1 (centres undefined)
 : 2% | 7% | 5% | 4% | 0.0 | 1% | -3 | 5%
51: COc1ccc(OCC(=O)N2c3ccc(C)cc3C3CN(C)CCC32)cc1 (centres undefined)
 : -7% | -13% | -5% | 15%[57.1 µM] | -2.0 | 10% | 1 | 0%
52: CCOC(=O)Cc1cn(C(=O)OC(C)(C)C)c2ccccc12
 : -10% | -12% | -6% | 9% | -0.5 | -5% | 0 | 2%
53: CN(C)c1nc(N)nc(CSc2nc3cc(Cl)ccc3o2)n1
 : 7% | -7% | 4% | -3% | -0.5 | 47% | . | -4%
54: O=C(NCC1CC1)c1ccc2c3n(nc2c1)-c1ccccc1CO3
 : -21% | -5% | -1% | -5% | 0.6 | -6% | -25 | -6%
55: Cc1ccc(-n2c(O)c(C=Nc3ccccc3-c3n[nH]c(=S)[nH]c3=O)c3ccccc3c2=O)cc1C
 : 4% | 50µM* | 8% | 79µM* | 0.1 | ? | -81* | 30µM*
56: CC(=O)Nc1ccc(S(=O)(=O)N2CCSC2c2ccc(Cl)cc2)cc1 (centres undefined)
 : 3% | -22% | 23% | -6% | -0.1 | 2% | 7 | -1%
57: CCN(C(=O)COC(=O)/C=C/c1nc2ccccc2s1)c1c(N)n(Cc2ccccc2)c(=O)[nH]c1=O
 : -5% | -27% | 7% | -3% | 0.0 | 26% | -2 | -16%
58: Cc1ccc(N(C(=O)CS(=O)CC(=O)Nc2ccc(F)cc2)C(C(=O)NC2CCCCC2)c2ccco2)cc1 (centres undefined)
 : 9% | -5% | -14% | 5% | -0.2 | -2% | 0 | 2%
59: CN(CC(=O)Nc1ccccc1Cl)C(=O)COC(=O)/C=C/c1cccc(C(F)(F)F)c1
 : -2% | 6% | -12% | 6% | 0.7 | -21% | -3 | 3%
